Bioassay records from PubChem BioAssay.
aSyn UTR inh = MLPCN primary screen, SNCA 5' untranslated region | alpha-synuclein 5'UTR reporter, inhibitor activity | inhibition, % (tested at 7.5 µM) | hit rate 0.82% among 300,000; in the data active = inhibition above about 60%;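 also: H4 neuroglioblastoma cells stably carrying SNCA 5'UTR luciferase fusion; 0% = DMSO wells and 100% = positive control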
GSK3B inh = human GSK3beta kinase inhibitors, primary screen, biochemical, cell-free homogeneous, HTS | activity score (negative = inhibition), % at 10 µM | GST-GSK3beta kinase, ADP-Glo luminescence, 60 min; active compounds read low | AID 2097, 2009 | hit rate 0.038% among 300,000;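 active = more than half of replicate wells score below -50%, meaning over 50% inhibition versus plate controls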;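 also: 0% = median DMSO wells and -100% = median GW8510 positive control wells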
Target sequence (P49841 whole entry, looked up): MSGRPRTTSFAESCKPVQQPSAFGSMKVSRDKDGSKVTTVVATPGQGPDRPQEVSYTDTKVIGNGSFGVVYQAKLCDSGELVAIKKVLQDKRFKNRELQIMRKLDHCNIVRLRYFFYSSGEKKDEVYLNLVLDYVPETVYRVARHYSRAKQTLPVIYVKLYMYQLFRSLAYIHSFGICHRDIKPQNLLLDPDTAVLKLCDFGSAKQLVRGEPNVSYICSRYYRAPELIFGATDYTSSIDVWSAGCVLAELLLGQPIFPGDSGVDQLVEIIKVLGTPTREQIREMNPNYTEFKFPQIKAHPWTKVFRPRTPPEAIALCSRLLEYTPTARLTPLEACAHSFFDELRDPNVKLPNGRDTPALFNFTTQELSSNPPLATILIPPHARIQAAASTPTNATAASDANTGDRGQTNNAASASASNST
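Test system: GST-tagged human GSK3beta kinase, cell-free; evaluation: activity score scaled between in-plate DMSO and GW8510 controls; measured by: ADP-Glo luminescence; incubation: 60 min reaction, RT; benchmarks: DMSO and 20 µM GW8510; reagent: peptide substrate plus 25 µM ATP (final); medium: Tris/MgCl2 kinase buffer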
HIF activator = HIF pathway transcriptional activators, primary screen, cell-based, U2OS HRE-luciferase, luminescence. U2OS HRE-luciferase reporter; normalized: DMSO 0%, desferrioxamine 100%. activation, % at 7.5 µM (by protocol). hit rate 0.32% among 300,000. AID 1910, 2009;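 active = mean activation of at least 10% of the iron chelator positive control signal, with at least half of replicates also reaching 10%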
HSF-1 act = HSF-1 activators, primary screen, NIH3T3-HGL cells, MG132 stress, luminescence, single point | hit rate 1.7% among 300,000 | activation, % at 9 µM | AID 504408, 2011 | NIH3T3-HGL HSF-1 luciferase reporter, 8 h; 100% = twice DMSO control signal;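 active = mean replicate activation of at least 50% with a set share of replicates each reaching 50%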;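 also: 0% = median of the neutral control wells and 100% = twice that signal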
GSK3A inh = blockers of GSK3A enzyme activity – biochemical, luminescence, cell-free homogeneous, HTS, primary screen | Glycogen synthase kinase-3 alpha (Homo sapiens), P49840 | inhibition, % at 10 µM | GSK-3 alpha kinase, ADP-Glo luminescence, 60 min | hit rate 0.1% among 320,000;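 in the data active = inhibition above about 50%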;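 also: GST-tagged GSK-3 alpha with peptide substrate and 25 µM ATP; 0% = DMSO neutral wells and 100% = GW8510 positive control wells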
Target sequence (P49840 whole entry, looked up): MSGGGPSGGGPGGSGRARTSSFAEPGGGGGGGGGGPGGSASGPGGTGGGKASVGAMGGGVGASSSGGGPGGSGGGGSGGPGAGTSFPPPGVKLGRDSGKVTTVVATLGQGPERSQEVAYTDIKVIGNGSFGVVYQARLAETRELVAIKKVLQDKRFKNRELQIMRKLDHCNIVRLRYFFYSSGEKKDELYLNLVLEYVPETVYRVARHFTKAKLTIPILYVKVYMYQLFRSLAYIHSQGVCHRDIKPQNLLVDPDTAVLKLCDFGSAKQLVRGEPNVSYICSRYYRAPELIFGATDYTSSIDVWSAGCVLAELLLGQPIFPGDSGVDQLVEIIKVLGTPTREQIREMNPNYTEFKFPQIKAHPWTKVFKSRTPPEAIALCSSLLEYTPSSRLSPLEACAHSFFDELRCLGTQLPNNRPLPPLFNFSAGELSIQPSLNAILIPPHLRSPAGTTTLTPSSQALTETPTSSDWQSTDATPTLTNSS
HSP90 inh = HSP90 inhibitors, primary screen, cell lysate, luminescence | hit rate 0.91% among 290,000 | Rabbit reticulocyte lysate, luciferase refolding luminescence, 3 h | inhibition, % at 5.6 µM | AID 1789, 2009;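 active = inhibition above the screen-wide mean plus 3 SD, computed separately per campaign, cut at about 16% in these data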;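 also: 0% = DMSO wells and 100% = 60 µM geldanamycin wells; inhibitors lower the luminescence because luciferase stays unfolded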
KLF5 inhibitor = KLF5 expression inhibitors, primary screen, DLD-1 cells, luminescence; inhibition, % at 5 µM; DLD-1 KLF5 promoter-luciferase reporter; hit rate 0.23% among 290,000;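 active = inhibition above a per-plate limit of that plate's mean compound inhibition plus 3 SD, cut at about 60% in these data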;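 also: 0% = DMSO wells and 100% = LY294002 at 200 µM; higher means less KLF5 promoter-driven luciferase light; inactives centre near -14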
IEC-6 tox = cytotoxicity in IEC-6 intestinal epithelial cells, primary screen, cytotoxicity control for KLF5 inhibitor project, cell-based, luminescence | IEC-6 cytotoxicity, luminescence viability | inhibition, % at 5 µM | hit rate 0.78% among 290,000 | AID 1825, 2009; in the data active = inhibition above about 22%;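 also: 0% = plate median of test compound wells and 100% = cytotoxic reference compound wells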
AI-2 QS modul = Vibrio harveyi AI-2 quorum sensing modulators, primary screen, JMH597 strain, luminescence/OD600 ratio; activity change, % at 7.5 µM; Vibrio harveyi JMH597 AI-2 luminescence/OD600 ratio, 9 h; active compounds read low; strain lacks LuxN and CqsS sensors; 0 = neutral-control median; hit rate 0.4% among 300,000; AID 2094, 2009; in the data active = activity change below about -75%, passing the limit was not always enough;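 also: luminescence divided by OD600 gain over 9 h not by final OD600 alone; inactives centre near 13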
HSF1 inh = HSF1 inhibitors in luciferase reporter cells, primary screen, cell-based, NIH3T3, luminescence | NIH3T3-HGL HSE-luciferase, MG132-induced, luminescence 8 h; active compounds read low | activity change, negative = inhibition, % at 7.5 µM (by protocol) | hit rate 0.77% among 300,000;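 active = more than half of replicate wells show activity change below -50%, luminescence cut by over half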;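 also: luciferase reports HSF-1 transcriptional activity via heat shock element; 0% = median of DMSO wells and -100% = zero luminescence signal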
* marks the source's active call; other numbers are inactive results.

Screening Cc1ccc(NC(=O)c2cc(=O)[nH]c3ccccc23)cc1C returned aSyn UTR inh 14.2, GSK3B inh -3.5, HIF activator -21.5, HSF-1 act -7.1, GSK3A inh -1.6, HSP90 inh 3.1, KLF5 inhibitor -32.2, IEC-6 tox 2.6, AI-2 QS modul 41.7 and HSF1 inh -5.7.
`CCOC(=O)c1sc(=S)n(Cc2ccccc2)c1C` gave aSyn UTR inh 5.1, GSK3B inh -2.2, HIF activator -0.5, HSF-1 act -6.7, GSK3A inh -0.3, HSP90 inh 5.3, KLF5 inhibitor -8.7, IEC-6 tox 3.0, AI-2 QS modul -52.2 and HSF1 inh 6.5.
Screening Cc1ccc(-c2csc(NC(=O)c3cccs3)n2)cc1 returned aSyn UTR inh -239.1, GSK3B inh 2.1, HIF activator 2.0, HSF-1 act 20.1, GSK3A inh -0.4, HSP90 inh 5.3, KLF5 inhibitor -136.1, IEC-6 tox 0.1, AI-2 QS modul -6.7 and HSF1 inh 19.2.
N#Cc1c(NC(=O)CSc2ncn[nH]2)sc2c1CCCC2 was read as aSyn UTR inh 84.1*, GSK3B inh 0.4, HIF activator -5.9, HSF-1 act -36.4, GSK3A inh -2.4, HSP90 inh 4.2, KLF5 inhibitor 5.7, IEC-6 tox 4.7, AI-2 QS modul 15.9 and HSF1 inh -27.3.
Screening Cc1ccccc1OCCNC(=O)CSc1ccc(C(F)(F)F)cc1[N+](=O)[O-] returned aSyn UTR inh 3.1, GSK3B inh -0.5, HIF activator -0.8, HSF-1 act 18.7, GSK3A inh -4.5, HSP90 inh 0.8, KLF5 inhibitor -21.2, IEC-6 tox 4.3, AI-2 QS modul -15.2 and HSF1 inh 3.4.
Screening O=C1c2cnccc2CN1Cc1ccccc1 returned aSyn UTR inh 16.0, GSK3B inh 0.1, HIF activator 0.1, HSF-1 act 1.5, GSK3A inh -2.5, HSP90 inh -3.4, KLF5 inhibitor -34.5, IEC-6 tox 1.2, AI-2 QS modul 16.8 and HSF1 inh -2.8.
Oc1[nH]c(N=C2N=c3ccccc3=N2)c2ccccc12 was read as aSyn UTR inh -59.8, GSK3B inh 3.0, HIF activator 7.3, HSF-1 act 288.2*, GSK3A inh -2.3, HSP90 inh 7.3, KLF5 inhibitor -81.0, IEC-6 tox 77.0*, AI-2 QS modul 13.5 and HSF1 inh 196.1.
Screening Cc1ccc(C(=O)N/N=C2\CC3CC=CC23)c(C)c1 (centres undefined) returned aSyn UTR inh -20.4, GSK3B inh 0.6, HIF activator 1.4, HSF-1 act 4.3, GSK3A inh -1.1, HSP90 inh -0.9, KLF5 inhibitor -42.0, IEC-6 tox -0.3, AI-2 QS modul 16.9 and HSF1 inh 14.1.
COCCNC(=O)C(c1ccc(F)cc1)N(C(=O)CCC(=O)Nc1ccccn1)C1CCCCC1 (centres undefined) was read as aSyn UTR inh -3.5, GSK3B inh -2.2, HIF activator 0.4, HSF-1 act -14.9, GSK3A inh -0.2, HSP90 inh 0.5, KLF5 inhibitor 2.8, IEC-6 tox 2.6, AI-2 QS modul 21.6 and HSF1 inh 2.3.
`CCc1cc2c(=O)n(Cc3ccco3)c(SCC(=O)NC3CCS(=O)(=O)C3)nc2s1` (centres undefined) gave aSyn UTR inh -17.1, GSK3B inh -1.0, HIF activator -0.1, HSF-1 act -8.1, GSK3A inh -3.3, HSP90 inh 3.0, KLF5 inhibitor -2.3, IEC-6 tox -4.8, AI-2 QS modul -8.0 and HSF1 inh 1.3.
For COc1ccc(N2CCN(C(=O)c3nc4nc(C)cc(C)n4n3)CC2)cc1 the results were aSyn UTR inh 2.1, GSK3B inh 2.6, HIF activator -0.3, HSF-1 act -19.4, GSK3A inh -0.5, HSP90 inh -2.8, KLF5 inhibitor -24.8, IEC-6 tox -5.5, AI-2 QS modul 12.3 and HSF1 inh -2.3.
`CCC(=O)Nc1ccc(S(=O)(=O)NCC2CCCO2)cc1` (centres undefined) gave aSyn UTR inh 34.1, GSK3B inh -1.8, HIF activator -0.2, HSF-1 act 0.5, GSK3A inh -1.1, HSP90 inh 4.2, KLF5 inhibitor -3.7, IEC-6 tox 0.8, AI-2 QS modul 12.2 and HSF1 inh -0.8.
O=C1c2ccccc2C(=O)N1Cc1nc(-c2ccncc2)no1 was read as aSyn UTR inh 17.3, GSK3B inh -0.4, HIF activator 0.5, HSF-1 act -4.6, GSK3A inh -1.3, HSP90 inh 3.3, KLF5 inhibitor 11.3, IEC-6 tox 0.9, AI-2 QS modul 14.0 and HSF1 inh 4.4.
CC(C)c1nc(SCC(=O)N2CC(=O)Nc3ccccc32)c2ccccc2n1 was read as aSyn UTR inh -28.4, GSK3B inh 1.4, HIF activator -0.8, HSF-1 act 4.7, GSK3A inh -4.3, HSP90 inh 1.3, KLF5 inhibitor 9.2, IEC-6 tox 3.9, AI-2 QS modul -4.1 and HSF1 inh -0.3.
Cc1cc(C)c(S(=O)(=O)c2ccccc2C)c(N(C)C)n1 was read as aSyn UTR inh -2.2, GSK3B inh 2.5, HIF activator -0.2, HSF-1 act 3.6, GSK3A inh 2.4, HSP90 inh -0.7, KLF5 inhibitor -35.3, IEC-6 tox -6.2, AI-2 QS modul 9.2 and HSF1 inh -7.4.
CCOC(=O)N1CCN(C(=O)COc2cc(=O)n(C)c3ccccc23)CC1 was read as aSyn UTR inh -2.6, GSK3B inh -0.7, HIF activator -0.2, HSF-1 act 32.5, GSK3A inh -0.1, HSP90 inh 2.5, KLF5 inhibitor -0.7, IEC-6 tox 3.1, AI-2 QS modul 10.6 and HSF1 inh 16.6.
`COc1ccccc1NC(=S)NC(NC(=O)c1ccco1)C(Cl)(Cl)Cl` (centres undefined) gave aSyn UTR inh -5.9, GSK3B inh -1.7, HIF activator 0.1, HSF-1 act -7.1, GSK3A inh -1.8, HSP90 inh -3.9, KLF5 inhibitor -7.1, IEC-6 tox 0.0, AI-2 QS modul 22.8 and HSF1 inh -3.5.
For CCc1ccc(CC2S/C(=C(\C#N)C(C)=O)NC2=O)cc1 (centres undefined) the results were aSyn UTR inh 19.7, GSK3B inh 3.0, HIF activator 0.6, HSF-1 act 31.4, GSK3A inh 3.7, HSP90 inh -1.3, KLF5 inhibitor -5.7, IEC-6 tox 70.1*, AI-2 QS modul 16.3 and HSF1 inh 2.1.
Screening COc1ccc(C(=S)N2CCOCC2)cc1OC(=O)c1cccc([N+](=O)[O-])c1 returned aSyn UTR inh 4.3, GSK3B inh -2.6, HIF activator 0.3, HSF-1 act 11.0, GSK3A inh -2.3, HSP90 inh -0.7, KLF5 inhibitor -21.7, IEC-6 tox -2.4, AI-2 QS modul -0.5 and HSF1 inh -0.1.
Cc1cccc(NC(=O)CSc2nc3ccccc3c3nc(CCc4c(C)n[nH]c4C)nn23)c1 was read as aSyn UTR inh 36.2, GSK3B inh -0.1, HIF activator -0.6, HSF-1 act -15.3, GSK3A inh -2.0, HSP90 inh 0.5, KLF5 inhibitor 5.4, IEC-6 tox 1.1, AI-2 QS modul 54.3 and HSF1 inh -2.2.
Screening CN(CCc1cnn(C)c1)C(=O)CCc1nnc(CCCc2ccccc2)o1 returned aSyn UTR inh -26.8, GSK3B inh 3.1, HIF activator 0.5, HSF-1 act 4.6, GSK3A inh -2.6, HSP90 inh -3.5, KLF5 inhibitor -25.5, IEC-6 tox -3.8, AI-2 QS modul 14.8 and HSF1 inh 3.8.
For O=c1c2cnn(-c3ccccc3)c2ncn1Cc1cccnc1 the results were aSyn UTR inh -7.1, GSK3B inh 3.1, HIF activator 0.0, HSF-1 act 0.5, GSK3A inh -1.2, HSP90 inh 0.1, KLF5 inhibitor -11.7, IEC-6 tox -0.1, AI-2 QS modul 12.4 and HSF1 inh -4.7.
COc1ccc(N(CC(O)CN2CCOCC2)S(=O)(=O)c2ccccc2)cc1 (centres undefined) was read as aSyn UTR inh -15.6, GSK3B inh -0.6, HIF activator -0.3, HSF-1 act -1.1, GSK3A inh -2.6, HSP90 inh -5.0, KLF5 inhibitor -7.8, IEC-6 tox 0.9, AI-2 QS modul 0.0 and HSF1 inh -5.8.
`Clc1cccc(Cl)c1CSc1nnc([C@@H]2CCCN2)o1` gave aSyn UTR inh -0.6, GSK3B inh 3.3, HIF activator 0.9, HSF-1 act -1.5, GSK3A inh -0.4, HSP90 inh -1.0, KLF5 inhibitor -33.9, IEC-6 tox -0.8, AI-2 QS modul 24.2 and HSF1 inh 3.1.
For CC1(C)CC(=O)CC(C2(O)C(=O)N(Cc3ccccc3)c3ccccc32)O1 (centres undefined) the results were aSyn UTR inh -3.0, GSK3B inh 1.4, HIF activator 0.0, HSF-1 act -7.6, GSK3A inh -0.7, HSP90 inh 1.5, KLF5 inhibitor -37.2, IEC-6 tox -3.9, AI-2 QS modul -11.7 and HSF1 inh -8.9.
CCS(=O)(=O)c1ccc2oc(SCC(=O)NCCC3=CCCCC3)nc2c1 was read as aSyn UTR inh 1.9, GSK3B inh 0.1, HIF activator 0.2, HSF-1 act -13.5, GSK3A inh -0.2, HSP90 inh 0.8, KLF5 inhibitor -8.3, IEC-6 tox 2.5, AI-2 QS modul 30.1 and HSF1 inh 4.0.
For O=C(NCCN1CCOCC1)C1CCCN(S(=O)(=O)c2ccc(F)cc2)C1 (centres undefined) the results were aSyn UTR inh 11.5, GSK3B inh -2.6, HIF activator -0.1, HSF-1 act 5.1, GSK3A inh -2.1, HSP90 inh -3.5, KLF5 inhibitor -28.4, IEC-6 tox -0.6, AI-2 QS modul 12.3 and HSF1 inh -3.8.
For O=C(/C=C/c1ccco1)NC(=S)N1CCCCC1 the results were aSyn UTR inh -43.0, GSK3B inh 2.9, HIF activator 1.6, HSF-1 act -4.8, GSK3A inh -3.6, HSP90 inh -1.9, KLF5 inhibitor -54.4, IEC-6 tox -7.1, AI-2 QS modul 23.0 and HSF1 inh 0.7.
Screening NC(=O)c1ccc(NC(=O)CSc2nncn2-c2ccccc2)cc1 returned aSyn UTR inh 11.1, GSK3B inh -1.5, HIF activator 0.3, HSF-1 act 4.3, GSK3A inh -3.9, HSP90 inh -1.1, KLF5 inhibitor -32.3, IEC-6 tox -4.1, AI-2 QS modul 13.6 and HSF1 inh 0.2.
Screening CN1C(=O)N(C)C2C1NC(=O)N2C (centres undefined) returned aSyn UTR inh -19.7, GSK3B inh -3.0, HIF activator -0.2, HSF-1 act 1.3, GSK3A inh 1.4, HSP90 inh 1.8, KLF5 inhibitor -9.3, IEC-6 tox -3.6, AI-2 QS modul 14.9 and HSF1 inh -6.8.
